OXTR potentiate – human OXTR potentiation; P30559; CHO-OTR cells, Fluo-8 calcium fluorescence, potentiator mode; 0% = oxytocin EC15, 100% = EC100; activation, % at 3 µM; 320,000 tested, 0.061% active; AID 2445;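 active = activation above that plate's cutoff, the mean activation of tested compounds plus 3 SD, cut at about 6.6% in these data, passing the limit was not always enough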;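 also: 100% uses oxytocin at 75 nM as the full agonist control; some results filed as inactive read as strong as hits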
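Measured by – Fluo-8 calcium dye fluorescence · Test system – human OTR in CHO cells · Dosing – one concentration, 3.0 µM compound · Controls – EC15 oxytocin alone as 0%, 75 nM oxytocin as 100% · Evaluation – normalized max/min fluorescence ratio, % activation · Timing – 6 min pre-incubation, 100 s read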
TAAR1 agonist – agonists of human TAAR1 | 360,000 tested, 0.99% active | activation, % at 3 µM | Q96RJ0 | CHO RD-HGA16 TAAR1, Fluo-8 calcium fluorescence; vehicle wells 0%, saturating PEA agonist 100%;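 active = activation above the mean activation of all test compounds in the run plus 3 SD, cut at about 38% in these data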
Target sequence (Q96RJ0 whole entry, looked up): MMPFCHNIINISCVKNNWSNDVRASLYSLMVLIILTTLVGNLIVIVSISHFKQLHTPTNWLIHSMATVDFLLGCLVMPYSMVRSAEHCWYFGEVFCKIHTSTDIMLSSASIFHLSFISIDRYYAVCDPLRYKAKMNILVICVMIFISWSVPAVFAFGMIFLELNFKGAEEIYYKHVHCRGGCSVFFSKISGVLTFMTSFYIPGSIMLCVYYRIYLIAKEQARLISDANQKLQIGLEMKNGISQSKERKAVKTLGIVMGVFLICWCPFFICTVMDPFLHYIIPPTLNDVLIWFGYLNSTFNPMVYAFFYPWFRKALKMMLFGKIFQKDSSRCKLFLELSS
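Assay system: CHO-derived RD-HGA16 cells with stable Gα16 and human TAAR1; timing: 17-24 h seeding, 75 min 37 °C dye, 30 min RT; read-out: % activation from peak over basal fluorescence ratio, DMSO-to-PEA scaled; measured by: kinetic Fluo-8 calcium fluorescence; benchmarks: low control DMSO, high control PEA (EC100); doses: 3 µM single concentration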
CHRM1 PAM – human CHRM1 positive allosteric modulation; P11229; AID 588819; CHO-K1 hM1, Fluo-8 calcium fluorescence, ACh EC20; 0% = ACh EC20, 100% = maximal ACh; 360,000 tested, 0.088% active; activation, % at 3 µM; in the data active = activation above about 19%, passing the limit was not always enough
TAAR1 antag – human TAAR1 antagonism; inhibition, % at 3 µM; CHO RD-HGA16 TAAR1, Fluo-8 calcium fluorescence, antagonist; Q96RJ0; 360,000 tested, 1.5% active;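 active = inhibition above a per-plate cutoff, the mean inhibition of test compounds on that plate plus 3 SD, cut at about 49% in these data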;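 also: 0% = DMSO plus EC80 beta-PEA response and 100% = DMSO alone without agonist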
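System: RD-HGA16 CHO cells with stable hTAAR1 and Gα16 | Probe or stimulus: EC80 β-phenethylamine stimulus | Dosing: 3 µM, single point | Times: Dye loading 75 min at 37 °C, then 30 min room temperature | Measured by: Fluo-8 calcium-sensitive fluorescence | Read-out basis: % inhibition of agonist calcium response | Replicates: n of 1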
M1 antag – human CHRM1 antagonism. CHO-K1 hM1, Fluo-8 calcium fluorescence, ACh EC80 antagonist. inhibition, % at 3 µM. 360,000 tested, 1.3% active. AID 588852;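 active = percent inhibition above its own plate's cutoff, namely the mean of that plate's compound wells plus 3 SD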;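 also: peak over basal fluorescence ratio during 140 s after agonist addition; 0% = ACh EC80 plus DMSO and 100% = DMSO alone without agonist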
V1aR counter – V1a receptor agonism, counter-screen for OXTR agonists; P37288; CHO-V1R cells, Fluo-8 calcium fluorescence, agonist mode; 0% DMSO, 100% 3 nM vasopressin; activation, % at 3 µM; 320,000 tested, 0.25% active;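 active = activation above the mean activation of all tested compounds plus 3 SD, per screening run, cut at about 20% in these data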;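 also: signal is peak over basal fluorescence ratio across a 100 second FLIPR read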
Target sequence (P37288 whole entry, looked up): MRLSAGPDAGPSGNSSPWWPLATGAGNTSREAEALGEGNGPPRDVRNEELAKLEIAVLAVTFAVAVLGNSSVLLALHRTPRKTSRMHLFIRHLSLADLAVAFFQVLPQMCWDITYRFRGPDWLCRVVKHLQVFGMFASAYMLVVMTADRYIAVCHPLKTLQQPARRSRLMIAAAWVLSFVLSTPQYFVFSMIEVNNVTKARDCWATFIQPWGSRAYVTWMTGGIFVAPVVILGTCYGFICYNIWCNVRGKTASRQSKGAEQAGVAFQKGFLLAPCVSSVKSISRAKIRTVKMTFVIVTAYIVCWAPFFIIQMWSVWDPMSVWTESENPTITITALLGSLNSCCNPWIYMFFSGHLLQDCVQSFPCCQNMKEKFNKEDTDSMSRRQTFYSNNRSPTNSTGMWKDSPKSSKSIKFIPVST
M1 ag – activates human CHRM1 receptor | P11229 | CHO-K1 hM1, Fluo-8 calcium fluorescence, agonist mode; 0% DMSO, 100% acetylcholine EC100 | activation, % at 3 µM | 360,000 tested, 0.33% active | AID 588814;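 active = activation above the run's mean compound activation plus 3 SD, cut at about 16% in these data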;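 also: peak over basal fluorescence ratio within a 140 s kinetic read after compound addition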
CHO parental Ca – signal in parental CHO cells, OX1R antagonist counter-screen | parental CHO-K1, ATP-induced calcium, Fluo-8 fluorescence | inhibition, % at 5.6 µM | 330,000 tested, 0.63% active | AID 463079;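 active = inhibition above that plate's mean sample inhibition plus 3 SD, cut at about 26% in these data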;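 also: 0% = ATP-challenged DMSO wells and 100% = DMSO wells without ATP; some compounds past the cut are filed as inactive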
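material = parental CHO cells | also added = ATP as calcium-mobilizing challenge | dosing = single point at 5.6 µM | detection = intracellular calcium via Fluo-8 no-wash fluorescent dye | read-out = % inhibition | benchmarks = low control ATP plus DMSO, high control DMSO only | repeats = one well per compound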
OXTR ag – human OXTR agonism; P30559; CHO-OTR cells, Fluo-8 calcium fluorescence; normalized: DMSO 0%, oxytocin 100%; activation, % at 3 µM; 320,000 tested, 0.32% active; AID 2435;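 active = activation above the mean of all tested compounds plus 3 SD, cutoff set per screening run, cut at about 20% in these data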;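 also: peak over basal fluorescence ratio from a 100 s FLIPR kinetic read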
The depositor's hits bear a star; . = not tested or not shown.

structure,OXTR potentiate,TAAR1 agonist,CHRM1 PAM,TAAR1 antag,M1 antag,V1aR counter,M1 ag,CHO parental Ca,OXTR ag
Cc1ccccc1N(C(=O)c1ccccn1)C(C(=O)NCc1ccccc1)c1cccnc1 (configuration not stated),-18,3,2,-8,-6,2.1,-3,-19,-1.3
Cc1ccc(CCN2C(=O)CCC2(C)C(=O)NC2CCCC2)cc1 (configuration not stated),-10,1,14,16,-17,0.3,2,-1,0.5
O=C(CSc1nnc(NC(=O)c2ccco2)s1)Nc1ccccc1Br,-5,3,9,-23,-8,0.0,-2,-7,0.9
O=C(Cc1ccccc1)Nc1nnc(-c2cccs2)s1,2,6,5,-10,-16,1.3,-2,-7,2.3
O=C(NC1CC1)c1ccc(CSCc2ccccc2Cl)o1,-10,4,-4,-11,6,4.5,2,-16,1.7
O=C(Nc1ccc2c(c1)Cc1ccccc1-2)c1cccnc1,-12,7,2,-10,4,1.8,-3,7,2.8
COc1ccccc1N1CCN(C(=O)c2cc3c(=O)n4ccccc4nc3s2)CC1,5,6,3,-2,2,0.9,-2,-22,-1.3
COC(=O)c1cc(NC(=O)c2cc(C(C)(C)C)nn2Cc2ccc(F)cc2)ccc1N1CCOCC1,-8,3,-2,63*,10,-2.7,-5,-26,-2.5
O=C(CN1C2CCCC1CC(NC(=O)c1ccccc1)C2)Nc1ccccc1C(F)(F)F (configuration not stated),-12,-2,3,-10,-4,1.8,-5,-12,-0.8
CCOC(=O)c1c(C)nn(-c2ccc(NC(=O)c3c(C)noc3C)cc2)c1C,-13,3,7,3,-10,5.6,-2,7,1.0
O=C(CSc1cccc[n+]1[O-])Nc1ccccc1C(F)(F)F,-3,2,15,-11,-22,1.1,0,-8,0.7
C/C(=N/NC(=O)c1ccncc1)c1ccccc1,-5,1,-2,-3,-5,0.4,-3,0,0.5
Cc1ccc(CNS(=O)(=O)c2ccc3c(c2)NC(=O)C(C)S3)cc1 (configuration not stated),-9,-2,14,-15,-14,4.7,1,-12,2.8
CC(C)(C)[C@H]1C=C(C(=O)NCc2nc3ccccc3[nH]2)O[C@@H](OCCCCO)C1,0,5,2,5,3,-0.4,-3,-7,0.2
Cc1ccc(F)cc1C(=O)N1CCCC(c2cc(C(=O)NCc3ccccc3)no2)C1 (configuration not stated),.,0,0,-21,-3,.,-6,.,.
CCOc1ccccc1C(=O)NC(C(=O)Nc1ccccc1N1CCOCC1)C(C)C (configuration not stated),-5,3,6,-10,-5,-1.7,-7,-32,-1.3
O=C(OCc1ccccc1)N1CCC2CC1c1cc(N3CCCCC3)ccc12 (configuration not stated),.,-1,-28,-5,34*,.,-11,.,.
O=C(c1ccc(F)cc1)N1CCC(C(=O)N2CCN(Cc3ccc4c(c3)OCO4)CC2)CC1,-2,2,15,-10,-7,1.7,-2,-11,1.1
CCCCN(c1ccccc1)S(=O)(=O)c1cccc2cccnc12,-6,1,4,-30,-11,-1.0,-5,-17,-0.4
Cc1cccc(Nc2nc(N)c([N+](=O)[O-])c(N3CC(C)CC(C)C3)n2)c1 (configuration not stated),-13,0,-6,18,2,-0.1,-4,-31,-1.7
O=C(Nc1cccnc1)c1ccc(-c2ccc(Cl)cc2)o1,-14,1,3,-6,-4,3.7,-5,-27,0.4
CCCNC(=O)c1cc(C2CCCN(S(=O)(=O)c3cccc4cccnc34)C2)on1 (configuration not stated),.,6,-5,14,5,.,-2,.,.
O=C(CCc1ccccc1)NC(=S)Nc1ccc2c(c1)C(=O)OC2,-8,4,9,11,-4,1.0,-5,-9,-1.6
Cn1c(=O)c2sccc2n2c(CCCC(=O)N3CCCCC3)nnc12,-3,1,0,-12,1,-0.6,-1,-10,-0.8
Cn1nnnc1P(=O)(c1ccccc1)c1ccccc1,-6,15,8,-19,-38,0.3,-1,-9,-0.7
OC(CSc1c(Cl)cccc1Cl)CN1CCN(c2ccc(F)cc2)CC1 (configuration not stated),-12,7,2,-24,-12,0.6,-5,-39,0.0
COc1ccccc1-c1cc(C(=O)NCc2ccccc2)no1,-3,20,6,-6,-8,2.3,-7,-12,0.6
Cc1cc(C)nc(NNC2=CC(=O)CC(C)(C)C2)n1,-7,4,5,7,-8,0.0,-7,-3,0.1
CCCCC(=O)c1ccc(O)cc1,1,5,9,1,-11,0.4,-6,-9,0.2
COC(=O)c1ccc(N=CC2=C(O)CC(c3ccccc3)CC2=O)cc1 (configuration not stated),-7,1,11,-9,-10,1.4,-1,-16,0.2
COc1ccccc1NC(=S)N(CCc1c(C)[nH]c2ccccc12)Cc1cccs1,-10,1,9,26,-5,-0.1,6,10,-0.7
CN(C)CCCN(C(=O)c1ccc(S(=O)(=O)N(C)Cc2ccccc2)cc1)c1nc2cc3c(cc2s1)OCO3,-10,37,-5,44,5,11,-1,-16,10
COc1ccccc1N1CCN(C(=O)CN(Cc2ccc(Cl)cc2)S(C)(=O)=O)CC1,-8,10,-3,-17,0,7.6,-2,-15,8.0
O=C(COc1ccccc1N1C(=O)c2ccccc2C1=O)c1ccc(Cl)cc1,-2,5,4,34,0,0.5,-1,-26,-1.1
Cc1ccc2c(Cl)cc(Cl)c(OCC(=O)NC3CCS(=O)(=O)C3)c2n1 (configuration not stated),-4,10,6,11,-3,3.8,-4,-14,-1.1
CCCNC(=O)CNC(=O)c1ccc(C#N)cc1,-5,3,9,-1,-2,1.5,-4,-7,1.1
Brc1ccc(-c2nnc(-c3ccccc3)c(N3CCSCC3)n2)cc1,-11,4,-2,-11,8,0.2,-3,-34,-1.2
C=CCN1CCc2nc(N)sc2CC1,.,2,-7,-44,-26,.,-8,.,.
CCOc1ccc(C(=O)Nc2c3c(nn2-c2ccccc2)CS(=O)(=O)C3)cc1,-3,1,8,-16,-9,-0.6,-1,-7,0.2
COc1cccc(C(C(=O)NCc2ccco2)N(Cc2ccco2)C(=O)Cn2nnc3ccccc32)c1 (configuration not stated),-2,4,-13,-8,29,-0.3,-3,-29,-2.2

Ordered by the number under CHRM1 PAM (smallest number first): some entries from above
| structure | CHRM1 PAM |
| --- | --- |
| COc1ccccc1N1CCN(C(=O)CN(Cc2ccc(Cl)cc2)S(C)(=O)=O)CC1 | -3 |
| Brc1ccc(-c2nnc(-c3ccccc3)c(N3CCSCC3)n2)cc1 | -2 |
| O=C(COc1ccccc1N1C(=O)c2ccccc2C1=O)c1ccc(Cl)cc1 | 4 |

Additional compounds follow:
structure,OXTR potentiate,TAAR1 agonist,CHRM1 PAM,TAAR1 antag,M1 antag,V1aR counter,M1 ag,CHO parental Ca,OXTR ag
CC(C)(C)OC(=O)NCc1ccc(CNC(=O)c2[nH]cnc2C(=O)NC2CCN(C(=O)OC(C)(C)C)CC2)cc1,-5,.,-19,.,34*,0.4,4,-22,-0.3
Cc1cccnc1NC(=O)c1ccc(OCc2c(C)noc2C)cc1,-2,2,-2,-11,5,1.0,-6,5,0.8
CCCOc1ccc2oc(=O)c3c(c2c1)CCCN3C(=O)CN1CCCC(C(=O)OCC)C1 (configuration not stated),-11,0,-19,5,4,0.5,-4,-10,0.0
c1ccc(CSc2nnc3ccc(-c4cccs4)nn23)nc1,4,4,3,-31,-9,2.2,-3,-6,-1.9
O=C(NNC(=O)c1ccco1)c1ccco1,.,0,8,-9,-9,.,0,.,.
Cc1[nH]c(C)c(S(=O)(=O)N(Cc2ccccc2)C(C)C)c1C(=O)N1CCCC1,-2,0,-10,5,12,1.2,-3,-18,0.0
COc1ccc(/C(C)=N/NC(=O)C2C3CCCCC32)c(OC)c1 (configuration not stated),-14,2,5,4,-7,0.0,-8,-5,-2.3
CSCC[C@H](NC(=O)OC(C)(C)C)C(=O)N/N=C/c1c(C)[nH]c(=O)[nH]c1=O,-3,5,7,9,-8,0.8,-3,2,0.2
O=C(Nc1cccnc1)Nc1cccc([N+](=O)[O-])c1,-8,15,-8,12,5,11,4,-5,7.7
COc1ccc(C(=O)COC(=O)c2ccc([N+](=O)[O-])s2)cc1OC,-7,6,-9,8,14,0.6,-5,-12,0.7
Cc1cn(-c2cc(NC(=O)c3ccc(C)c(NC(=O)c4cccc(-c5cn[nH]c(=O)c5)c4)c3)cc(C(F)(F)F)c2)cn1,-5,.,2,.,-10,1.3,-9,-16,1.2
CCOC(=O)c1cc(NC(=O)c2ccc(Cl)cc2)c(=O)oc1-c1ccccc1,-17,5,1,12,11,0.1,-2,-13,-1.7
COc1cccc(CN2CCN(Cc3ccc(O)c(OC)c3)CC2CCO)c1 (configuration not stated),0,5,5,-12,-5,0.1,-13,-19,0.9
O=S(=O)(c1ccc(Br)c2ccccc12)N1CCOCC1,-10,4,18,0,-27,-1.2,0,-10,-3.2
Cc1cc(=O)oc2cc(OCC(=O)NC3CCCCC3)ccc12,-5,-2,7,-1,-7,0.6,-5,-1,7.5
CC(C)NC(=O)c1ccc(N(Cc2ccc(Cl)cc2)S(C)(=O)=O)cc1,3,6,7,-1,-12,5.7,0,8,3.9
O=C(CN1C(=O)c2ccccc2C1=O)N1CCN(c2ccccc2)CC1,-15,3,3,-4,-18,1.2,-1,16,0.4
CC(=O)Nc1ccc(S(=O)(=O)N2CCN(CC(=O)NC3CCCC3)CC2)cc1,-1,1,7,0,-8,1.4,-4,-2,1.4
CC(=O)Nc1ccc(S(=O)(=O)Nc2nc3ccccc3nc2-n2ccc(=NC(=O)c3ccc(F)cc3)cc2)cc1,-11,6,2,-19,4,1.2,0,-9,-0.1

Looked up by compound from above, 2 records:
structure,OXTR potentiate,TAAR1 agonist,CHRM1 PAM,TAAR1 antag,M1 antag,V1aR counter,M1 ag,CHO parental Ca,OXTR ag
O=C(Cc1ccccc1)Nc1nnc(-c2cccs2)s1,2,6,5,-10,-16,1.3,-2,-7,2.3
C/C(=N/NC(=O)c1ccncc1)c1ccccc1,-5,1,-2,-3,-5,0.4,-3,0,0.5

A different layout for part of the listing above:
Order of values: OXTR potentiate	TAAR1 agonist	CHRM1 PAM	TAAR1 antag	M1 antag	V1aR counter	M1 ag	CHO parental Ca	OXTR ag
COc1cccc(CN2CCN(Cc3ccc(O)c(OC)c3)CC2CCO)c1 (configuration not stated)
 : 0	5	5	-12	-5	0.1	-13	-19	0.9
O=C(CN1C(=O)c2ccccc2C1=O)N1CCN(c2ccccc2)CC1
 : -15	3	3	-4	-18	1.2	-1	16	0.4
